Screening results (PubChem)
Nrf2 inh = blocks Nrf2 signaling; A549 ARE-Fluc reporter, luciferase luminescence, 18-24 h; 2.1% of 360,000 active; Potency, µM (top dose mostly 46 µM), for inactives: at the highest dose activity change, negative = inhibition, actives largely listed as inhibitors; note: potency is the fitted concentration of half-maximal effect; % is set by controls: 0 for no effect and ±100 for the full control effect; nearly all actives have a fitted effect of over 60% in size
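Concentration-response testing used A549 ARE_Fluc cells at 5000 cells/well. Following an 18-24 h compound incubation, viability was read by fluorescence (Ex 405/Em 525) and luciferase output by luminescence.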
TGFb SMAD3 inh = blocks TGF-b signaling; HepG2 CAGA-GFP TGF-b/SMAD3 reporter, GFP fluorescence, 18 h; TGF-beta stimulated, 500 pg/mL final; Potency, µM (highest dose often 46.1 µM), without a hit: at the top dose activity, negative = inhibition, hits mostly inhibitors; 1.2% of 410,000 active; AID 588855; note: potency is the fitted concentration of half-maximal effect; % is set by controls: 0 for no effect and ±100 for the full control effect; nearly all actives have a fitted effect of over 65% in size
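Read-out: total well GFP (ex488/em500-530) summed from mean per-cell fluorescence. Cells: HEPG2 CAGA-GFP, 1% FBS DMEM, 18 h at 37 degrees C with 500 pg/mL final TGF-beta. Unstimulated wells served as the full-inhibition control; stimulated DMSO wells = 0%.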
HepG2 tox = kills HepG2 cells in TGF-b inhibitor counter-screen; HepG2 CAGA-GFP viability, ATP luminescence, 18 h; Potency, µM (top dose mostly 46.1 µM), for the others: at the highest dose activity change, negative = cytotoxicity, hits mostly cytotoxic; 0.76% of 410,000 active; note: potency is the fitted concentration of half-maximal effect; some results filed as inactive show a strong effect at the top dose
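HepG2 CAGA-GFP cells (1000/well, DMEM with 1% FBS) received compound, then TGF-beta at 500 pg/mL final, and were incubated 18 hours at 37 degrees C. Viability was read by CellTiter-Glo luminescence. Media-only wells were set as complete cell-killing and DMSO as no toxicity.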
ATXN2 expr inh = reduces ATXN2 reporter expression in HEK-293 cells | HEK-293 ATXN2-luciferase reporter, luminescence, 24 h | Potency, µM (top dose mostly 57 µM), for the others: top-dose activity change, negative = inhibition, actives largely listed as inhibitors | 0.72% of 360,000 active | AID 1745845; note: potency is the fitted concentration of half-maximal effect; % is set by controls: 0 for no effect and ±100 for the full control effect; nearly all actives have a fitted effect of over 55% in size
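qHTS (up to 57 uM final) was run with 24 h compound exposure of reporter cells at 37 °C. Each well was multiplexed: SteadyGlo luminescence measured ATXN2-luciferase expression after a fluorogenic Gly-Phe-AFC viability readout (25 uM final).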
EPAC2 agonist = EPAC2 (human) agonism; EPAC2 activation, biochemical qHTS; response scale: 100% = 6.5 mM cAMP response; 0.079% of 360,000 active; Q8WZA2; Potency, µM (doses to about 154 µM), without a hit: at the top dose activation, most hits filed as activators; note: potency is the fitted concentration of half-maximal effect; nearly all actives have a fitted effect of over 50% in size
Target sequence (Q8WZA2 whole entry, looked up): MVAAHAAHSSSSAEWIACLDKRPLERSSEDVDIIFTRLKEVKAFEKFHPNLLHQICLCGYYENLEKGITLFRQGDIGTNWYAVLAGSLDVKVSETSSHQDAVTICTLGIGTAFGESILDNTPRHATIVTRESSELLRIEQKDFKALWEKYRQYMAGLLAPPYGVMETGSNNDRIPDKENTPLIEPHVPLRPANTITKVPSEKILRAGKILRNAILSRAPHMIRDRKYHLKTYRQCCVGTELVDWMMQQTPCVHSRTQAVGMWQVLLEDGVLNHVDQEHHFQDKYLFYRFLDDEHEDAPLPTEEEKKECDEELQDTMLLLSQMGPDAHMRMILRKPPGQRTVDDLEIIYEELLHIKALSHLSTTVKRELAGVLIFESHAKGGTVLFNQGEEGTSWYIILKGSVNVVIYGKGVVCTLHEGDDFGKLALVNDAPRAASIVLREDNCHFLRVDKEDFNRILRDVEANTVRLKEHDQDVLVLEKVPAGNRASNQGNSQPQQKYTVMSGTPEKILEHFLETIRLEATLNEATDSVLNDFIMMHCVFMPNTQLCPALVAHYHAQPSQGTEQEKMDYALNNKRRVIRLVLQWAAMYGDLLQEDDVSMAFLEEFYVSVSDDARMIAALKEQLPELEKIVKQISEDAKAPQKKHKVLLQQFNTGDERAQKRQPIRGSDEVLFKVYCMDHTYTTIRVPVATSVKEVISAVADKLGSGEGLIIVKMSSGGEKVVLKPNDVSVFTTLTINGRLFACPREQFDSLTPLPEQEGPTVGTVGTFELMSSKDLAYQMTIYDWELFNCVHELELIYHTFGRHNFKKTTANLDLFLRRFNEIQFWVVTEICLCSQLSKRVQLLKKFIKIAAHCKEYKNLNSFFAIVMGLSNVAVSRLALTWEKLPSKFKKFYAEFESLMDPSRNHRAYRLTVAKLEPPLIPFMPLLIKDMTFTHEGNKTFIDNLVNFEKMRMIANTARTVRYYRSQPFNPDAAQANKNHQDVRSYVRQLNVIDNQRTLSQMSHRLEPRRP
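Setup: EPAC2 100 nM, labeled Rap1B complex 250 nM, free GDP 50 uM. Compound titrations pinned in, brief spin, 5 min room temperature incubation. Kinetic fluorescence read over 30 min, normalized to 6.5 mM cAMP.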
A549 tox = A549 cytotoxicity, counter-screen for Nrf2 inhibitors; A549 ARE-Fluc cells, CellTiter-Fluor viability, 18-24 h; Potency, µM (highest dose often 46 µM), without a hit: at the top dose activity change, negative = cytotoxicity, hits mostly inhibitors; 0.16% of 390,000 active; note: potency is the fitted concentration of half-maximal effect; % is set by controls: 0 for no effect and ±100 for the full control effect
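Cytotoxicity counterscreen: CellTiter-Fluor fluorescence was measured in A549 ARE_Fluc cells after 18-24 h of compound exposure in a concentration series. The subsequent BugLite luminescent read reports ARE-luciferase activity.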
Nrf2 ARE act = activators of Nrf2 (ARE) signaling; 0.31% of 410,000 active; AREc32 ARE-luciferase reporter (MCF7-derived line), luminescence, 24 h; Potency, µM (titrated, usually from 46.1 µM), for inactives: top-dose activation, most hits filed as activators; note: potency is the fitted concentration of half-maximal effect; % of control where 0% means no effect; nearly all actives have a fitted effect of over 65% in size
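Luminescent ARE reporter assay in AREc32_Fluc cells: overnight plating at 37 deg C, 24 hr compound incubation, Steady-Glo added, 30 min RT before reading.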
IL-2 act = IL-2 activation | IL-2 activation reporter assay, cell-based qHTS; stimulated with anti-CD3/CD4/CD28 beads; in transgenic mouse T cells | activation, % (series mostly up to about 46 µM) | 0.065% of 360,000 active | AID 652025; in the data active = activation above about 50%; inconclusive = mostly about 30% to 49%; note: 0% is about no effect
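Quantitative HTS in unstimulated transgenic mouse T cells, with memory T cells as non-tolerant control and PMA/ionomycin as tolerance-bypass control. Compound pretreatment lasted 60 minutes before 18 h bead stimulation; EGFP/DsRed fluorescence read.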
ATXN viability = reduces viability in counter-screen for ATXN expression inhibitors; Potency, µM (series often up to 56.7 µM), usual class: cytotoxic; AID 651635; 0.49% of 400,000 active; S2 cells (HEK-293 line with an ATXN2-luciferase reporter) viability, CellTiter-Fluor protease fluorescence, 24 h; note: potency is the fitted concentration of half-maximal effect; nearly all actives have a fitted effect of over 40% in size
Active calls of the source: *; i = inactive; ? = inconclusive; . = no result given; & = joins results of further samples; [ ] = remark or other dose. Unless noted, calls come from the whole dose curve; as a rule, active = well fitted curve in the direction sought with a large enough effect; inconclusive = small, poorly fitted or top-dose-only effect, or another doubt; inactive = no such curve, though single readings can be large; an effect the other way counts as inactive or inconclusive.

SMILES | Nrf2 inh | TGFb SMAD3 inh | HepG2 tox | ATXN2 expr inh | EPAC2 agonist | A549 tox | Nrf2 ARE act | IL-2 act | ATXN viability
CC(=O)c1cccc(NC(=O)C(C)OC(=O)c2cccc(-n3cnnn3)c2)c1 (centres undefined) | -2% | 1% | -6% | 4% | -1% | -4% | -0.3% | -2.5 | i
COc1ccc([C@@H]2CC=C(C(=O)O)[C@H](c3ccc(F)cc3)N2S(=O)(=O)c2ccc(C)cc2)cc1OC | -8% | -11% | -12% | -10% | -3% | -5% | 0.6% | 1.4 | i
CCN(CCn1cccn1)Cc1c(C(=O)N2CCCCCCC2)nc2ccc(Cl)cn12 | 10% | -11% | 13% | -10% | 3% | -7% | -0.3% | 0.1 | i
CCC1(c2ccccc2)NC(=O)N(CC(=O)Nc2ccccc2N2CCCCC2)C1=O (centres undefined) | -14% | ? | -3% | -4% | 3% | -7% | -0.5% | 1.3 | ?
CCNC1CCS(=O)(=O)C1 (centres undefined) | -8% | 9% | 2% | -15% | 14% | 1% | -0.4% | -1.5 | i
O=C(CSc1nnc(SCc2cccc3ccccc23)s1)Nc1ccc(C(=O)O)cc1 | 1% | 8% | 2% | -5%[11.3 µM] | 5% | 4% | 0.2% | 2.4 | i
COc1ccc(Br)cc1C(=O)Nc1ccc(C(=O)O)cc1 | 9% | 22% | 4% | 16% | 6% | 0% | -0.4% | 0.9 | i
CCOc1ncccc1C(=O)OCC(=O)N1CCc2ccccc21 | 12% | -7% | 3% | 2% | 3% | -10% | 3.2% | 0.2 | i
Nc1cccnc1S(=O)(=O)c1ccccc1 | 7% | 0% | -3% | 11% | 5% | 4% | -0.8% | -0.1 | i
Cc1c(C(=N)C(C#N)C#N)c(=N)oc2c1ccc1ccccc12 | -12% | ? | -18% | . | -11% | 0% | 21% | 0.9 | i
CCn1cc(S(=O)(=O)NC(C)c2cc(OC)ccc2OC)cn1 (centres undefined) | 7% | -1% | 4% | 8% | -5% | -1% | -0.8% | -2.2 | i
O=C(O)c1ccc(S(=O)(=O)N2CCC(Cc3ccccc3)CC2)cc1 | -6% | 22% | 6% | -4% | 1% | 1% | 0.0% | -3.9 | i
CN(C)CCOC1c2ccccc2CCc2ccc3ccccc3c21 (centres undefined) | -21% | ? | -18% | -37% | 9% | ? | 4.6% | -0.6 | ?
C/C(CC(=O)Nc1ccc(F)cc1)=N\NC(=O)COc1ccccc1 | 6% | 3% | 7% | -9% | 0% | 5% | 4.0% | -3.8 | i
COc1ccc(-n2cc(CNCCN3CCOC3=O)c(-c3ccccc3Cl)n2)cc1 | 10% | 12% | -10% | -4% | -6% | -8% | 2.0% | -0.9 | i
CC(C)(CNC(=O)c1ccc(Cl)c(S(=O)(=O)N2CCc3ccccc3C2)c1)N1CCOCC1 | 13µM* | ? | -27% | -24% | 1% | -26% | 0.6% | -0.8 | i
COCCN(C(=O)Cc1ccc(OC)c(OC)c1)c1nc(-c2cc(OC)ccc2OC)cs1 | -10% | -7% | 2% | -9% | 5% | 15% | -0.1% | -0.6 | i
O=C(Cc1n[nH]c(=O)c2ccccc12)OCC(=O)c1ccc2c(c1)OCCO2 | ? | ? | -5% | -18% | 5% | ? | -0.2% | -1.0 | i
Clc1ccccc1NN=Cc1ccccn1 | . | 3% | -34% | . | 1% | . | 7.1µM* | -1.9 | i
CCN(CC)c1ccc(NC(=O)Nc2cccc3ccccc23)cc1 | -9% | -16% | -21% | 37%[activator] | 6% | 0% | 13% | -7.4 | i
Cc1cc(C(F)F)nn1CC(=O)NC1CCCC1 | 1% | 6% | 0% | -9% | 8% | -1% | -0.6% | 0.7 | ?
CN(CC(=O)Nc1cccc(F)c1)C(=O)CCCc1nc2ccccc2c(=O)[nH]1 | 7% | 5% | 3% | 2% | 3% | 0% | -0.2% | -5.2 | i
CN(c1ccccc1)S(=O)(=O)c1cccc(NC(=O)CSc2n[nH]c(N)n2)c1 | -25% | -1% | 4% | -11% | -8% | -4% | -0.2% | -1.9 | i
Clc1ccc(SCCCN2CCCCC2)cc1 | 0% | -21% | -18% | . | -7% | 0% | 0.1% | 0.8 | i
COc1cc(Cl)ccc1OCc1cc(C(=O)N2C[C@@H]3CCC[C@H]2C3)no1 | ? | -10% | 2% | 79%[activator] | 2% | 2% | 6.4% | -0.2 | i

As a short view, some entries already given:
SMILES | Nrf2 inh | TGFb SMAD3 inh | HepG2 tox | ATXN2 expr inh | EPAC2 agonist | A549 tox | Nrf2 ARE act | IL-2 act | ATXN viability
CCN(CCn1cccn1)Cc1c(C(=O)N2CCCCCCC2)nc2ccc(Cl)cn12 | 10% | -11% | 13% | -10% | 3% | -7% | -0.3% | 0.1 | i
CCC1(c2ccccc2)NC(=O)N(CC(=O)Nc2ccccc2N2CCCCC2)C1=O (centres undefined) | -14% | ? | -3% | -4% | 3% | -7% | -0.5% | 1.3 | ?
CCNC1CCS(=O)(=O)C1 (centres undefined) | -8% | 9% | 2% | -15% | 14% | 1% | -0.4% | -1.5 | i
O=C(CSc1nnc(SCc2cccc3ccccc23)s1)Nc1ccc(C(=O)O)cc1 | 1% | 8% | 2% | -5%[11.3 µM] | 5% | 4% | 0.2% | 2.4 | i
COc1ccc(Br)cc1C(=O)Nc1ccc(C(=O)O)cc1 | 9% | 22% | 4% | 16% | 6% | 0% | -0.4% | 0.9 | i

Next part:
SMILES | Nrf2 inh | TGFb SMAD3 inh | HepG2 tox | ATXN2 expr inh | EPAC2 agonist | A549 tox | Nrf2 ARE act | IL-2 act | ATXN viability
COc1cccc(C=O)c1OCCN1C(=O)c2ccccc2C1=O | 3% | -1% | -14% | 18% | 2% | -1% | 0.2% | 0.1 | ?
Cc1ccc(-n2cccn2)c(CN2CCCC(CNC(=O)c3ccc(F)cc3)C2)c1 (centres undefined) | -2% | ? | -45% | -33% | 1% | 0% | 0.0% | -2.9 | i
N#CCC(=O)Nc1ccc(C(=O)Nc2cccc(S(=O)(=O)N3CCCC3)c2)cc1 | . | -3% | 1% | . | 2% | . | -0.6% | 1.1 | i
CC(Nc1nc(N2CCOCC2)nc2ccccc12)c1ccccc1 (centres undefined) | 1% | -16% | 1% | . | 10% | 5% | 0.6% | -2.4 | i
O=C(NCC1CCCO1)c1cccc(Oc2ccc([N+](=O)[O-])cc2Cl)c1 (centres undefined) | ? | 9% | -14% | ? | 0% | 4% | 6.2% | -0.1 | i
Cc1ccc(S(=O)(=O)N2CCN(Cc3ccco3)CC2)cc1C | -5% | -9% | -14% | -14% | 7% | 17% | -0.6% | -2.4 | i
COCCNC(=O)c1ccc2c(c1)ncn2-c1cc(C)ccc1OC | . | -3% | -9% | -1% | . | -1% | -0.4% | . | i
O=C(CN(Cc1ccco1)C(=O)CCC(=O)Nc1ccccn1)NCCc1ccccc1 | . | -2% | -3% | -6% | -9% | 9% | 2.8% | -2.2 | i
NNc1cc(C(=O)O)ccc1Cl | 4% | -8% | 11% | 7% | 2% | 1% | -0.3% | -2.1 | i
Cc1ccc(-c2nn(C)c(=O)c3ccccc23)cc1S(=O)(=O)N1CCOCC1 | . | -8% | 0% | 57%[activator] | -1% | 6% | 0.2% | -0.9 | i
COCCNC(=O)c1c[nH]n2c(=O)cc(C3CCN(C(=O)OC(C)(C)C)CC3)nc12 | 16% | 2% | 11% | 1% | -3% | -3% | -1.2% | -0.3 | i
c1csc(CSc2nc3ccccc3s2)c1 | ? | -11% | -39% | 91%[activator] | 17% | -8% | ? | -1.7 | i
CC(Oc1ccccc1)C(=O)N1CCN(c2ccc(N3CCCCCC3)nn2)CC1 (centres undefined) | -23% | -15% | -7% | 5% | -5% | -4% | -0.6% | -0.4 | i
O=C1/C(=C/c2cccc(O)c2)SC(=S)N1CC1CCCO1 (centres undefined) | 0% | ? | -42% | 75%[activator] | -1% | -2% | 9.9% | -2.9 | i
O=C(Nc1ccc(Br)cc1)N1CCCCCCC1 | 8% | 8% | -13% | 25% | 4% | -11% | -1.5% | 0.8 | i
COc1ccc(NC(=O)N(C)C[C@H]2Oc3cc(Br)ccc3S(=O)(=O)N([C@H](C)CO)C[C@@H]2C)cc1 | . | 12% | -18% | -15% | -4% | . | -0.1% | -2.2 | i
CCC(=O)Nc1ccc(NC(=O)CCc2ccccc2)cn1 | -10% | 15% | 7% | 3% | 5% | -1% | -0.1%[9.22 µM] | -1.9 | i
CCC1CN(C(=O)NCc2cccc(OC)c2)c2cc(Cl)ccc2O1 (centres undefined) | -21%&3% | ? | -27%&-17% | -7% | 14% | -2%&-1% | -0.1%&7.5% | -1.8 | i
O=C(Nc1cc(Cl)ccn1)C1CCN(S(=O)(=O)c2cccs2)CC1 | ? | 7% | -18% | ? | 2% | -17% | -0.4% | -2.5 | i
O=C(Nc1ccc(F)c(Cl)c1)C1CCCN(S(=O)(=O)c2cccc3nsnc23)C1 (centres undefined) | ? | ? | -39% | -9% | . | -17% | 0.0% | . | i
Cc1ccccc1Cc1c(C)nc2nc(SCC(=O)NCCCN3CCCC3)nn2c1C | -24% | 8% | -3% | -3% | -1% | -12% | 0.0% | -0.6 | i
CC(C)(C)c1ccc(C(=O)Nc2ccc(O)c3c(=O)cc(-c4ccccc4Cl)oc23)cc1 | 20%&4% | 5%&-5% | -3%&4% | 10% | -9% | 5%&-3% | -0.3% | 0.1 | i
CCOc1ccc2nc(C)cc(Nc3cccc([N+](=O)[O-])c3)c2c1 | -3% | ? | -101% | 28µM* | 5% | -21% | ? | 1.8 | .
O=C(O)c1ccccc1-c1ncc(-c2ccccc2)o1 | ? | 14% | -9% | 22% | 7% | -5% | -0.3% | 0.4 | i
Cc1ccc(S(=O)(=O)NNC(=O)CCC(=O)Nc2ccc(C)c(C)c2)cc1 | . | 99%[activator] | 10% | -11% | 2% | 4% | 5.7% | -1.9 | i

Rows were taken by chance (roughly 4.3% active in at least one column).
